# Bioassay records: PubChem, National Center for Advancing Translational Sciences (NCATS)
# Mm-Cpn inhibitor: M. maripaludis TRiC chaperonin inhibition; purified Mm-Cpn ATPase, ADP Transcreener TR-FRET; Potency, µM (top dose mostly 76.9 µM), without a hit: at the top dose activity, negative = inhibition, hits mostly inhibitors; 330,000 tested, 0.031% active; note: potency is the fitted concentration of half-maximal effect; % is set by controls: 0 for no effect and ±100 for the full control effect; nearly all actives have a fitted effect of over 80% in size
#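 TR-FRET (320 nm excitation; 590 and 665 nm emission) reports ADP made from 10 uM ATP by 25 nM enzyme; compounds were preincubated 10 min, reaction run 30 min, both at 37°C.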
# Nrf2 block: inhibitors of Nrf2 signaling; Potency, µM (series often up to 46 µM), without a hit: at the highest dose activity change, negative = inhibition, usual class: inhibitors; A549 ARE-Fluc reporter, luciferase luminescence, 18-24 h; AID 504444; 360,000 tested, 2.1% active; note: potency is the fitted concentration of half-maximal effect; % is set by controls: 0 for no effect and ±100 for the full control effect; nearly all actives have a fitted effect of over 60% in size
#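 Two sequential reads on A549 ARE_Fluc cells exposed to compound for 18-24 h: a CellTiter-Fluor fluorescence read for viability, then a luciferase luminescence read for Nrf2/ARE activity.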
# HepG2 tox: HepG2 cytotoxicity, counter-screen for TGF-b inhibitors; HepG2 CAGA-GFP viability, ATP luminescence, 18 h; 410,000 tested, 0.76% active; AID 588856; Potency, µM (highest dose often 46.1 µM), inactives show at the top dose activity change, negative = cytotoxicity, hits mostly cytotoxic; note: potency is the fitted concentration of half-maximal effect; some results filed as inactive show a strong effect at the top dose
#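 HepG2 CAGA-GFP cells (1000/well, DMEM with 1% FBS) received compound, then TGF-beta at 500 pg/mL final, and were incubated 18 hours at 37 degrees C. Viability was read by CellTiter-Glo luminescence. Media-only wells were set as complete cell-killing and DMSO as no toxicity.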
# Nrf2 activator: activators of Nrf2 (ARE) signaling; AREc32 ARE-luciferase reporter (MCF7-derived line), luminescence, 24 h; Potency, µM (titrated, usually from 46.1 µM), for inactives: at the top dose activation, hits mostly activators; 410,000 tested, 0.31% active; note: potency is the fitted concentration of half-maximal effect; % of control where 0% means no effect; nearly all actives have a fitted effect of over 65% in size
#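 Reporter line AREc32 (ARE-Fluc), seeded overnight in OPTI-MEM with 5% FBS; compound pin-transferred, 24 hr at 37 deg C, 5% CO2; luminescent read-out.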
# TGFb inhibitor: TGF-b pathway inhibition; HepG2 CAGA-GFP TGF-b/SMAD3 reporter, GFP fluorescence, 18 h; TGF-beta stimulated, 500 pg/mL final; Potency, µM (series often up to 46.1 µM), for the others: at the highest dose activity, negative = inhibition, actives largely listed as inhibitors; 410,000 tested, 1.2% active; AID 588855; note: potency is the fitted concentration of half-maximal effect; % is set by controls: 0 for no effect and ±100 for the full control effect; nearly all actives have a fitted effect of over 65% in size
#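 TGF-beta reporter screen: HEPG2 CAGA-GFP, 1% FBS, 500 pg/mL TGF-beta final, 18 h; per-cell GFP summed per well; curves fitted and categorized by class.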
# Abeta yeast res: compounds reversing amyloid beta toxicity in yeast; 410,000 tested, 0.063% active; yeast expressing A-beta42, growth rescue, OD600, 48 h; response scale: 0% DMSO, 100% iron-clioquinol control; Potency, µM (doses to about 46.1 µM), inactives show at the highest dose growth rescue, actives largely listed as activators; note: potency is the fitted concentration of half-maximal effect; nearly all actives have a fitted effect of over 55% in size
#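 Yeast growth medium received pinned compounds, then yeast cells expressing toxic A-beta were added; plates incubated at 30 C for 48 hr. Growth read as absorbance at 600 nm, normalized to DMSO and equimolar FeCl3 plus clioquinol controls.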
# CCT modulator: modulators of cytosolic chaperonin (CCT/TRiC) activity. purified chaperonin ATPase assay, HTRF ADP detection, 30 min. activity change, % (concentration not given with the values), hits read low. 360,000 tested, 0.3% active; in the data active = activity change below about -30%; note: % is set by controls: 0 for no effect and ±100 for the full control effect
#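 Nucleotide hydrolysis assay: TRiC at 20–40 nM final (set by batch activity) with 10 uM ATP, 30 min at 37 °C, in presence of 76 uM compound. Detection by competitive ADP HTRF, 30 min ambient.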
# A549 tox: A549 cytotoxicity, counter-screen for Nrf2 inhibitors | A549 ARE-Fluc cells, CellTiter-Fluor viability, 18-24 h | Potency, µM (doses to about 46 µM), inactives show top-dose activity change, negative = cytotoxicity, usual class: inhibitors | 390,000 tested, 0.16% active | AID 504648; note: potency is the fitted concentration of half-maximal effect; % is set by controls: 0 for no effect and ±100 for the full control effect
#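 A549 ARE_Fluc cells in 5% FBS OPTI-MEM were exposed to compounds in concentration-response for 18-24 h at 37 deg C. Viability was read by CellTiter-Fluor fluorescence (Ex 405/Em 525) after 30 min, before the luciferase read.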
# pAkt inh: blocks phosphorylation of Akt; Neuro2A IGF-stimulated pAkt S473 HTRF, 20 min; hits give low values; activity change, % for hits at 50 µM; 360,000 tested, 0.32% active; in the data active = activity change below about -80%; inconclusive = mostly about -51% to -80%; note: % is set by controls: 0 for no effect and ±100 for the full control effect
#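 Single-point screen (50 µM final compound) in Neuro2A cells stimulated 20 min with 6 nM IGF at 37 deg C. After lysis, Ser473-phosphorylated Akt read by HTRF (ex 330 nm, em 615/665 nm) as the 665/615 ratio.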
# Numbers without * were called inactive; i = inactive; ? = inconclusive; . = no result given; & = joins results of further samples; [ ] = another dose, or the depositor's remark. Unless noted, calls come from the whole dose curve; as a rule, active = well fitted curve in the direction sought with a large enough effect; inconclusive = small, poorly fitted or top-dose-only effect, or another doubt; inactive = no such curve, though single readings can be large; an effect the other way counts as inactive or inconclusive.
SMILES,Mm-Cpn inhibitor,Nrf2 block,HepG2 tox,Nrf2 activator,TGFb inhibitor,Abeta yeast res,CCT modulator,A549 tox,pAkt inh
CCC1CCCCN1CC(=O)c1c(C)[nH]c2ccccc12 (stereo not given),2%,7%,-34%,3.0%,?,?,-0.6,3%,i
CC(C)c1ccc(N2CC(C)(C)C2=O)cc1,0%,8%,7%,-0.9%,1%,-11%,-3.8,-2%,i
O=C(Nc1ccncc1)C1CCN(S(=O)(=O)c2ccccc2)CC1,-1%,-20%,-2%,0.1%,-2%,3%,0.5,-13%,i
O=C(NCc1ccc(F)cc1)C1CCCN1S(=O)(=O)c1ccccc1C(F)(F)F (stereo not given),-1%,-20%,0%,-0.4%,-4%,4%,-0.8,1%,i
COc1ccccc1-c1cc(C(=O)N2CCCc3ccccc32)no1,-1%,18%,-21%,4.5%,-7%,-30%,0.0,14%,i
Cc1cc(C)n2c(SCC(=O)N(CCC#N)c3ccc4c(c3)OCCO4)nnc2n1,.,.,-9%,-0.7%,?,-10%,-0.7,.,i
Cc1ccc2c(c1)[C@H]1[C@H](CO2)[C@H](c2ccccc2)[C@]2(C)C(=O)N(Cc3ccc(Cl)cc3)CC(=O)N12,-6%,-19%,-6%,0.3%,-19%,?,-1.5,2%,i
CCC(Oc1cc(Cl)ccc1Cl)C(=O)N1CCCN(C)CC1 (stereo not given),-1%,1%,0%,1.2%,1%,-6%,1.5,-11%,i
COc1ccc(C(=O)Nc2ccc3ccccc3n2)cc1OC,0%,?,-8%,6.7%,8%,-16%,-0.2,7%,i
O=C(O)c1cc(S(=O)(=O)Nc2ccccc2Cc2ccccc2)ccc1Cl,3%,3%,6%,-0.7%,10%,2%,-2.7,1%,i
Cc1ccccc1N1CCN(C(=O)NCc2cccc(Cl)c2)CC1,0%,4%,-9%,-0.3%,-6%,7%,0.6,4%,i
COc1ccc(NC(=O)CN(c2cccc(F)c2)S(C)(=O)=O)cc1OC,1%,1%,-3%,-0.4%,15%,4%,-5.1,-6%,i
CN(CC(=O)Nc1ccc(S(=O)(=O)N2CCCC2)cc1)Cc1c(F)cccc1Cl,-1%,?,-4%,3.3%,-13%,17%,-3.6,-10%,i
Cc1cccc(N2CCC(NCc3c(C(=O)N4CCCCC4)nc4c(C)cccn34)CC2)c1,0%,12%,-6%,0.6%,3%,-15%,-2.7,2%,i
Cn1nnnc1N=N/C(=N/Nc1ccccc1)c1ccccc1,-1%,-8%,-36%,-0.1%,-8%,?,-0.8,1%,i
O=C(O)c1ccc(SCc2ccccc2)nc1,.,18%,5%,0.4%,6%,-3%,-1.5,-12%,i
Cc1ccc(N2CC(C(=O)Nc3nnc(SCCC4OCCO4)s3)CC2=O)cc1 (stereo not given),-4%,-5%,-4%,0.0%,-13%,2%,-3.4,-11%,i
COc1ccc(N2CCN(CCCNC(=S)Nc3c(C)cccc3C)CC2)cc1,0%,-6%,-9%,-0.2%,-12%,-6%,-0.8,1%,i
CCc1nnc(NC(=O)CSc2nnc(C3CCCCC3)n2-c2cccc(Cl)c2)s1,1%,?,-23%,4.8%,-1%,1%,-0.9,-18%,i
COc1ccc(OCC(=O)NCc2ccc(Cl)cc2)cc1,-1%,2%,-5%,-0.8%,-12%,-15%,-0.9,0%,i
O=C(Nc1ccc(S(=O)(=O)Nc2nccs2)cc1)c1ccc(=O)[nH]c1,-5%,-4%,-5%,-0.1%,9%,-1%,1.3,5%,i
CCOC(=O)c1ccc(NC(=S)Nc2cccc(N)n2)cc1,-2%,3%,-2%,7.8%,-10%,1%,-1.3,-4%,i
CCOC(=O)c1cc(-c2ccccc2C)n(CC2CC(c3cccc([N+](=O)[O-])c3)=NO2)n1 (stereo not given),2%,-17%,-12%,-0.9%,-12%,29%,-0.2,-6%,i
CCOC(=O)c1c(-c2cccs2)csc1NC(=O)c1ccco1,-10%,4%,-2%,31%,5%,0%,1.2,-3%,i
CC(Nc1cccc([N+](=O)[O-])c1)C(=O)Nc1ccc(S(=O)(=O)N2CCCC2)cc1 (stereo not given),1%,-23%,-19%,2.5%,?,-13%,-0.8,?,i

# More records.
SMILES,Mm-Cpn inhibitor,Nrf2 block,HepG2 tox,Nrf2 activator,TGFb inhibitor,Abeta yeast res,CCT modulator,A549 tox,pAkt inh
CCc1ccccc1NC(=O)C1CCN(c2cnccn2)CC1,-1%,10%&13%,33%&1%,0.7%&0.2%,4%&4%,-1%&-6%,0.1,0%&10%,i
O=C(O)c1cc2ccccc2[nH]1,.,7%,5%,-0.8%,-3%,0%,-0.2,8%,i
Cc1ccc(NC(=O)Nc2cnccn2)cc1C,-7%,?,-14%,2.9%,-10%,-5%,1.6,0%,i
Cn1c(=O)c2sccc2n2c(CCCC(=O)Nc3ccc(F)c(F)c3)nnc12,.,-13%[9.27 µM],-2%,-0.6%,24%,-5%,.,0%,.
CCn1nnc2cc(C(=O)Nc3cccc(Cl)c3C)ccc21,.,-2%,-2%,-0.1%,0%,-9%,.,-3%,.
Cc1ccc(-c2nnn(CC(=O)O)n2)cc1,-4%,-12%,1%,-1.4%,7%,-3%,0.5,3%,i
O=c1oc(-c2ccccc2)nc2sc3c(c12)CCC3,0%,?,-5%,6.8%,-5%,-6%,-0.4,-10%,i
O=C(/C=C/c1ccccc1)NC(NC(=S)Nc1ccc(Cl)cc1Cl)C(Cl)(Cl)Cl (stereo not given),1%,21µM*,-45%,4.7%,?,3%,-0.6,?,i
O=C(Nc1ccc(C(=O)O)cc1)/C(=C/c1ccc([N+](=O)[O-])cc1)NC(=O)c1ccccc1,1%,1%,-11%,0.4%,-12%,-2%,-4.5,9%,i
O=C(NC1(C(F)(F)F)N=C(c2ccccc2)N(Cc2ccccc2)C1=O)c1ccc(F)cc1 (stereo not given),.,-15%,-38%,4.4%,0%,-9%,.,?,.
c1ccc(-c2noc(CSc3nnnn3-c3ccccc3)n2)cc1,-1%,?,-23%,0.9%,-14%,-7%,0.0,-2%,i
O=C(/C=C/c1ccccc1)NCCSCc1ccc(Cl)cc1,3%,-6%,7%,-1.0%,-1%,15%,-0.7,1%,i
COc1ccc(Cl)cc1C(=O)NCCS(=O)(=O)N1CCN(c2ccccc2F)CC1,-16%,17%,-2%,-0.6%,-13%,8%,-2.2,0%,i
CCOC(=O)CCSc1nc(-c2ccccc2)cc(C(F)(F)F)n1,1%,.,-23%,-0.5%,8%,4%,0.8,-6%,i
COc1ccc2oc(C(=O)OCC(=O)Nc3ccccc3)c(C)c2c1,-2%,20%,-30%,4.2%,8%,15%,-4.7,-1%,i
CCCN(CC1CC1)C(=S)NC(=O)c1cc(Br)ccc1Cl,-1%,?,-33%,11%,10%,?,2.3,-21%,i
CCC(=O)NCCNC(=O)c1c(SC)nsc1SC,-1%,17%,13%,8.5%,20%,1%,0.2,-4%,i
COc1ccc(NC(=O)CCCN2C(=O)C3CC=CCC3C2=O)cc1 (stereo not given),0%,20%,-5%,-0.7%,-18%,2%,-3.0,0%,i
O=C(OCC(=O)N1CCCc2ccccc21)c1ccc(Cl)nc1,3%,0%,0%,3.6%,-5%,0%,-3.0,-3%,i
Cc1ccc(NC(=O)CCC(=O)NNC(=O)c2ccccc2)c(C)c1,1%,?,4%,2.7%,2%,7%,0.3,-2%,i
CC(C)CCn1c(CN2CCOCC2)nc2c1c(=O)n(C)c(=O)n2C,0%,-13%,-9%,-0.1%,7%,2%,-0.3,-1%,i
CCOC(=O)c1sc(C)c2c1NC1(CCCCCC1)NC2=O,-1%,-1%,-35%,2.7%,-5%,10%,-2.2,-4%,i
O=C(NNC(=O)c1sccc1-n1cccc1)c1ccc(Cl)cc1,0%,.,13%,0.3%,15%,9%,-2.5,-1%,i
COc1ccc(CNC(=O)c2cc(S(=O)(=O)N3CCCCC3)ccc2N2CCOCC2)cc1OC,.,-4%,-7%,3.7%,-17%,-7%,-1.9,5%,i
Cc1cccc(C#N)c1NC1=CC(=O)CC(C)(C)C1,0%,-9%,-3%,-0.4%,12%,-9%,0.2,-9%,i
Cc1c(Cl)cnc(NC(=O)COC(=O)C2CC2)c1Cl,-1%,7%,0%,0.5%,-9%,-1%,0.6,1%,i
O=c1[nH]nc(SCc2nc3ccccc3s2)n1C1CC1,3%,?,-16%,6.2%,-19%,-6%,-3.4,9%,i
O=C(OCc1cc(Cl)cc2c1OCOC2)c1cccnc1Cl,-1%,1%,-40%,2.5%,24%,3%,-3.8,-3%,i
COc1cccc(-c2cc(C(=O)N3C(C)CCCC3C)no2)c1 (stereo not given),-1%,.,-39%,3.7%,8%,-36%,0.6,12%,i
Cc1cc(NC(=O)CSc2ncnc3c2cnn3-c2ccccc2)no1,0%,-30%,7%,-0.7%,-16%,-3%,0.9,-2%,i

# Limited to pAkt inh and A549 tox (2 entries from above):
canonical_smiles | pAkt inh | A549 tox
O=c1oc(-c2ccccc2)nc2sc3c(c12)CCC3 | i | -10%
CCn1nnc2cc(C(=O)Nc3cccc(Cl)c3C)ccc21 | . | -3%

# Pulled one by one from the list above:
SMILES,Mm-Cpn inhibitor,Nrf2 block,HepG2 tox,Nrf2 activator,TGFb inhibitor,Abeta yeast res,CCT modulator,A549 tox,pAkt inh
COc1ccc(CNC(=O)c2cc(S(=O)(=O)N3CCCCC3)ccc2N2CCOCC2)cc1OC,.,-4%,-7%,3.7%,-17%,-7%,-1.9,5%,i
CCn1nnc2cc(C(=O)Nc3cccc(Cl)c3C)ccc21,.,-2%,-2%,-0.1%,0%,-9%,.,-3%,.
COc1ccc(Cl)cc1C(=O)NCCS(=O)(=O)N1CCN(c2ccccc2F)CC1,-16%,17%,-2%,-0.6%,-13%,8%,-2.2,0%,i
CC(C)CCn1c(CN2CCOCC2)nc2c1c(=O)n(C)c(=O)n2C,0%,-13%,-9%,-0.1%,7%,2%,-0.3,-1%,i
